Bioassay records (PubChem BioAssay)
LDHA inh – inhibitors of human lactate dehydrogenase A | P00338 | purified LDHA, NADH/diaphorase-resazurin fluorescence; stronger effect = lower value | activity change, % (values are at about 110 or 230 µM) | 480,000 compounds, 0.15% hits | AID 1347041; in the data active means activity change below about -30%; inconclusive means mostly about -25% to -30%;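 further: plate controls were DMSO wells for no effect and wells without enzyme for full effect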
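Resorufin fluorescence (ex540/em590), read at 0 and 20 min after diaphorase/resazurin addition, reports the NADH left after a 5 min room-temperature reaction of 2 nM human LDH5 with 0.06 mM NADH and 0.2 mM pyruvate.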
Pol beta inh – inhibitors of human DNA polymerase beta. P06746. Pol beta primer extension/strand displacement, fluorescence kinetic. Potency, µM (series often up to 114 µM), inactives show at the top dose activity change, negative = inhibition, most hits filed as inhibitors. 340,000 compounds, 1.3% hits. AID 485314; further: potency means the concentration at half of the fitted maximal effect; on the % scale 0 is the no-effect control and ±100 the full control effect
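Human Pol beta at 10 nM; strand-displacement substrate 50 nM final. Compound exposure 15 min at room temperature before start, reaction 10 min at room temperature.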
POLH inh – inhibitors of human DNA polymerase eta. Q9Y253. 390,000 compounds, 1.2% hits. recombinant Pol eta, fluorescent DNA replication assay. Potency, µM (titrated, usually from 114 µM), for inactives: top-dose activity change, negative = inhibition, actives largely listed as inhibitors. AID 588591; further: potency means the concentration at half of the fitted maximal effect; on the % scale 0 is the no-effect control and ±100 the full control effect
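Pol eta at 10 nM preincubated with compounds 15 min at room temperature; reaction started with fluorescent substrate (50 nM final) and read kinetically at 0 and 10 min.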
POLI inh – inhibitors of human DNA polymerase iota. Pol iota fluorescent replication assay, 10 min. AID 588590. Q9UNA4. 390,000 compounds, 1% hits. Potency, µM (doses to about 115 µM), inactives show at the highest dose activity, negative = inhibition, actives largely listed as inhibitors; further: potency means the concentration at half of the fitted maximal effect
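Pol iota at 10 nM preincubated 15 min with compounds at room temperature; reaction started with fluorescent substrate, 50 nM final. Fluorescence read kinetically at 0 and 10 min; buffer-only wells as negative control.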
Apoferritin bind – candidate novel general anesthetic via apoferritin binding; apoferritin/1-aminoanthracene competitive binding, fluorescence; Potency, µM (doses to about 77.5 µM), for the others: at the highest dose activity change, negative = displacement, hits mostly inhibitors; 350,000 compounds, 0.074% hits; P02791; further: potency means the concentration at half of the fitted maximal effect; on the % scale 0 is the no-effect control and ±100 the full control effect; nearly all actives have a fitted effect of over 20% in size
Target sequence (P02791 2-175 limits assumed): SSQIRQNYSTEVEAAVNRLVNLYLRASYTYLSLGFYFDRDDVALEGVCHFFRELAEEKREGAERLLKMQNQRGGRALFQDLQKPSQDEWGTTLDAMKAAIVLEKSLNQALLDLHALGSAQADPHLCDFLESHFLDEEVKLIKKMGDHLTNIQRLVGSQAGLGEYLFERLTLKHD
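Horse-spleen apoferritin (10 uM) was mixed with 50% saturated 1-aminoanthracene in PBS, exposed to compounds for 10 min at room temperature, and read for fluorescence (ex 380 nm, em 535 nm). Competitive displacement was fitted with a four-parameter Hill equation.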
POLK inh – inhibitors of human DNA polymerase kappa; purified Pol kappa, fluorescent DNA synthesis assay, 10 min; AID 588579; 400,000 compounds, 0.53% hits; Potency, µM (doses to about 107 µM), for inactives: at the top dose activity, negative = inhibition, hits mostly inhibitors; further: potency means the concentration at half of the fitted maximal effect; on the % scale 0 is the no-effect control and ±100 the full control effect
Target sequence (Q9UBT6 whole entry, looked up): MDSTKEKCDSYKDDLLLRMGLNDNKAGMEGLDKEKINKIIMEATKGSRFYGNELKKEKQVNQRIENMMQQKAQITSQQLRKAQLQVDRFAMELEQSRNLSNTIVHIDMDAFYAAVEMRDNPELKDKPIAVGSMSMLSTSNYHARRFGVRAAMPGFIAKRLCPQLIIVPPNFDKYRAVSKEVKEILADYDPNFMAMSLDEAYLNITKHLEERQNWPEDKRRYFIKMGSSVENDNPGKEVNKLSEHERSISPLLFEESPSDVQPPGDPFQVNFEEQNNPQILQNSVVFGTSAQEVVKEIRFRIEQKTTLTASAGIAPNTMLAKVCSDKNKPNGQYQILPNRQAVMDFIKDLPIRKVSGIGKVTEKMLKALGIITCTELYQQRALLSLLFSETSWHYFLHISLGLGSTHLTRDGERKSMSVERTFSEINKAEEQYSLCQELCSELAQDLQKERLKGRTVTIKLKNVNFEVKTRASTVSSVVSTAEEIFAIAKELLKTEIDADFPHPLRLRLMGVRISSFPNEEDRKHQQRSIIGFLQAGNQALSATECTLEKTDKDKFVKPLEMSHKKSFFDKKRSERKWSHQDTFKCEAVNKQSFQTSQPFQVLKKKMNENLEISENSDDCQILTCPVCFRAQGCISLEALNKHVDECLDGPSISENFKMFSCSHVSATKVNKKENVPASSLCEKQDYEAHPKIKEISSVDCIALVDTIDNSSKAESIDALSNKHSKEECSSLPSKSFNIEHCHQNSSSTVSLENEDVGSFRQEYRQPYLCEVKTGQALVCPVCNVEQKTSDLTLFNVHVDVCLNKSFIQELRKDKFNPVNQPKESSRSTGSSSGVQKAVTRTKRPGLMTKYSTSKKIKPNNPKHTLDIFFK
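Activity was followed as the change in fluorescence between reads at 0 and 10 min after starting the reaction with 50 nM substrate. Beforehand, 10 nM polymerase had been preincubated with compound for 15 min at room temperature.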
Glioma ERSR ind – induces the endoplasmic reticulum stress response in human glioma cells; U87-MG GRP78 promoter luciferase reporter, 16 h; Potency, µM, inactives show at the top dose activation, most hits filed as activators; 420,000 compounds, 0.02% hits; AID 602332; further: potency means the concentration at half of the fitted maximal effect; series mostly up to about 76 µM; % of control where 0% means no effect; nearly all actives have a fitted effect of over 35% in size
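Stably transfected U87-MG glioma cells carrying a GRP78-based luciferase sensor; 16 h compound incubation. Luminescence end-point read 10 min after Bright-Glo addition at room temperature.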
BLM inh – blocks DNA unwinding by human BLM helicase; recombinant BLM DNA unwinding, fluorescence dequenching; Potency, µM (top dose mostly 56.1 µM), inactives show at the top dose activity change, negative = inhibition, hits mostly inhibitors; 350,000 compounds, 0.2% hits;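 further: potency means the concentration at half of the fitted maximal effect; plate controls were vehicle for no effect and no enzyme for full effect; nearly all actives have a fitted effect of over 35% in size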
APE1 inh – inhibitors of human APE1 endonuclease | AID 2517 | recombinant APE1, TAMRA/BHQ-2 abasic DNA cleavage fluorescence | 350,000 compounds, 0.35% hits | Potency, µM (titrated, usually from 65.8 µM), without a hit: top-dose activity change, negative = inhibition, most hits filed as inhibitors | P27695;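 further: potency means the concentration at half of the fitted maximal effect; plate controls were vehicle for no effect and reference inhibitor for full effect; nearly all actives have a fitted effect of over 55% in size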
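Compound pre-exposure to 0.75 nM APE1, 15 min at ambient temperature. Reaction initiated with 50 nM TAMRA/BHQ-2 THF substrate, read immediately in kinetic mode, 525 nm excitation, 598 nm emission.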
* marks the source's active call; other numbers are inactive results; ? = inconclusive; . = not tested or not shown; & = joins results of further samples; [ ] = dose if it differs, or a comment. Unless noted, the call rests on the fitted dose curve; in most records, active means well fitted curve in the direction sought with a large enough effect; inconclusive means small, poorly fitted or top-dose-only effect, or another doubt; inactive means no such curve, though single readings can be large; an effect the other way counts as inactive or inconclusive. The list is partial; rates above refer to the full screens.

SMILES	LDHA inh	Pol beta inh	POLH inh	POLI inh	Apoferritin bind	POLK inh	Glioma ERSR ind	BLM inh	APE1 inh
NC(=O)C(c1ccc(Cl)cc1)c1ncc(C(F)(F)F)cc1Cl (stereo not given)	0	3%	-10%	7%	-16%	3%	-4%	-2%	-3%
COc1ccc(NC(=O)C2CCN(c3nc(C)cc(C)n3)CC2)cc1	-13	-1%	0%	0%	-1%	0%	-1%	1%	2%
CCCCNC(=S)Nc1cc([N+](=O)[O-])ccc1C	-2	-1%	-18%	11%	2%	-10%	-4%	-2%	6%
O=[N+]([O-])c1cc(C(F)(F)F)ccc1N/N=C/c1cc2ccccc2nc1Cl	.	3%	.	.	-14%	.	.	-4%	1%
COc1cc(/C=C2/NC(=O)NC2=O)cc(Br)c1OCc1ccc(C(=O)O)cc1	-6	-4%	-7%	52%[activator]	-1%	-3%	-1%	-18%	?
CCOc1ccccc1NC(=O)CN1C(=O)COc2ccc(S(=O)(=O)N3CCOCC3)cc21	2&-19	23%&1%	9%&-11%	-4%&18%	-1%&-9%	-20%&-11%	-3%&-4%	3%&3%	-13%
NS(=O)(=O)c1ccc(NC(=O)c2cccc(N3C(=O)c4ccccc4C3=O)c2)cc1	-14	-1%	4%	?	-9%	?	-8%	?	5%
CC(C)(C)OC(=O)N[C@H](C(=O)OC(C)(C)C)c1ccc(C(F)(F)F)cc1	-1	.	-12%	20%	.	-11%	-2%	.	-20%
COC(=O)CCCCC1SCC2NC(=O)NC21O (stereo not given)	1	2%	4%	33%[activator]	-4%	-17%	-5%	-3%	6%
CC(C)Nc1nc(Oc2ccc(Cl)cc2Cl)cc(C(F)(F)F)n1	0	5%	-5%	20%	-7%	-10%	-1%	-6%	13%
NC(Cc1ccccc1)C(=O)N1CCCCC1 (stereo not given)	-8	-1%	2%	-3%	9%	0%	-4%	-1%	4%
CCOc1ccccc1N(CC(=O)NC1CCCCC1)C(=O)CNC(=O)c1ccco1	-3	-16%	-2%	1%	-6%	-1%	-2%	2%	0%
COc1ccc(NCc2nnc(SCc3ccccc3)n2-c2ccc(OC)cc2)cc1	-5	0%	-9%	-5%	?	-7%	-2%	-3%	-4%
CCN(C(=O)c1cccs1)C1CCS(=O)(=O)C1 (stereo not given)	-10	.	2%	41%[activator]	.	-6%	-2%	.	-6%
COC(=O)c1cc2sc(Cl)cc2n1CC(=O)NCC1CCCO1 (stereo not given)	2	29%	-4%	22%	-13%	-7%	-1%	-3%	12%
COc1ccccc1C(=O)Nc1ccnn1C1CCN(CCCC2CCCC2)CC1	-1	9%	-6%	-4%	-21%	10%	-2%	0%	52%
COc1cc(NC(=S)N2CCC(C(O)(c3ccccc3)c3ccccc3)CC2)cc(OC)c1	0	0%	-26%	0%	-17%	-6%	-6%	-1%	3%
Cc1nn(C(C)C(=O)NCCCc2ccccc2)c(=O)c2nn(-c3ccccc3)c(C)c12 (stereo not given)	0	4%	-8%	22%	-17%	-15%	-6%	0%	21%
Cc1ccccc1C(=O)Nc1ccccc1C(=O)NCC(C)C	-2	24%	-4%	10%	-5%	11%	-2%	-9%	6%
O=C(NCCNC1CCC(c2ccccc2)CC1)c1ccc(F)cc1 (stereo not given)	-17	0%	?	114%[activator]	-19%	0%	-5%	0%	-2%
O=C(c1ccc(F)cc1)c1c[nH]c(C(=O)NCCCN2CCOCC2)c1	-6	12%	-17%	6%	0%	-5%	-4%	2%	-3%
O=C(OCC(=O)c1c[nH]c2ccccc12)c1ccc([N+](=O)[O-])s1	0	?	-18%	-17%	-13%	-10%	-2%	-20%	3%
CCCC[C@@H]1CN2[C@H](c3ccc(Br)cc3)[C@@H](C)CC[C@H]2C(=O)O1	.	.	.	.	-1%[15.3 µM]	.	-6%	-1%[12.4 µM]	-3%[12.4 µM]
Cn1c(NC(=O)C2CCCO2)cc(=O)n(C)c1=O (stereo not given)	-3	28%	-14%	9%	4%	0%	-4%	1%	-1%
Cc1noc(C)c1C(=O)N1CCC2(CC1)CCN(c1ccncc1)CC2	.	.	.	.	.	-3%[60.1 µM]	-2%	-4%	7%
Cn1ncc(Cl)c1C(=O)N1CCN(C(=O)c2ccco2)CC1	-2	44%	3%	13%	-9%	10%	-2%	1%	14%
N#C/C(=C/Nc1ccccc1)c1ccsc1	-7	12%	-3%	5%	-21%	-11%	12%	1%	-5%
CS(=O)(=O)c1nncn1-c1ccccc1	-4	34%	2%	2%	-1%	-17%	-4%	-3%	-4%
O=C(CSc1nnc(CNC(=O)c2ccccc2F)o1)c1ccc(Cl)cc1	-3	1%	-20%	10%	?	-7%	-4%	-1%	-3%
Cc1ccc(C(C)C)c(OCC(=O)NNC(=O)Nc2ccccc2)c1	-1	.	-10%	23%	.	-19%	3%	.	.

Three entries already listed, arranged by SMILES length, rising:
SMILES	LDHA inh	Pol beta inh	POLH inh	POLI inh	Apoferritin bind	POLK inh	Glioma ERSR ind	BLM inh	APE1 inh
CS(=O)(=O)c1nncn1-c1ccccc1	-4	34%	2%	2%	-1%	-17%	-4%	-3%	-4%
O=C(CSc1nnc(CNC(=O)c2ccccc2F)o1)c1ccc(Cl)cc1	-3	1%	-20%	10%	?	-7%	-4%	-1%	-3%
O=C(OCC(=O)c1c[nH]c2ccccc12)c1ccc([N+](=O)[O-])s1	0	?	-18%	-17%	-13%	-10%	-2%	-20%	3%

New compounds follow
SMILES	LDHA inh	Pol beta inh	POLH inh	POLI inh	Apoferritin bind	POLK inh	Glioma ERSR ind	BLM inh	APE1 inh
Cc1nnc(Nc2ccc3c(c2)ncn3C)c2ccccc12	-6	11%	-8%	14%	-10%	-21%	1%	0%	-3%
CC(C)(C)NC(=O)NC(=O)CSc1nnc(COc2ccccc2Cl)o1	0&-4	-2%	-16%	1%	?	-4%	-4%	-11%	2%
CC(NC(=O)C(=O)N1CCCCC1)C(c1cccs1)N1CCN(C)CC1 (stereo not given)	0	1%	12%	29%	-1%	-7%	1%	0%	-10%
COc1ccc(-c2csc3ncnc(N4CCN(c5ccccc5[N+](=O)[O-])CC4)c23)cc1	-1	17%	-11%	0%	-9%	-16%	-1%	-9%	53%[activator]
CC1(C)CC(CCN(Cc2ccccc2)C(=O)c2ccco2)(c2ccccc2)CCO1 (stereo not given)	3	18%	-21%	?	?	-4%[60.1 µM]	3%	-8%	1%
CCN1CCN(c2ncnc3c2cnn3-c2ccc(C)cc2C)CC1	-11	2%	-16%	?	-8%	-8%	-1%	-1%	1%
Cc1ccc(-n2c(-c3cnccn3)n[nH]c2=S)c(Br)c1	-1	?	-13%	-9%	-7%	5%	-4%	-5%	1%
COc1cc(NC(=O)c2cccc([N+](=O)[O-])c2)ccc1NC(=O)c1cc2ccccc2o1	-7	3%	4%	?	-6%	2%	-3%	-2%	13%
CON(C)C(=O)CCC1CCCN1C(=O)OC(C)(C)C (stereo not given)	5	.	-3%	15%	.	0%	-2%	.	2%
Cc1oc(-c2ccccc2)cc1C(=O)NCc1ccncc1	-1	21%	-20%	32%[activator]	0%	5%	-4%	-5%	-8%
CCOc1ccccc1N(CC(=O)Nc1cccc(OC)c1)S(=O)(=O)c1ccccc1	-2	3%	-23%	11%	63%[activator]	-13%	0%	-7%	-10%
COc1ccc2c(c1)nc(NCCCO)n2Cc1ccccc1	2	22%	-8%	-19%	-3%	5%	-3%	-2%	9%
Fc1ccc(COc2ccc(-c3nnco3)cc2)c(Cl)c1	2	32%	-19%	14%	2%	-1%	4%	-7%	4%
CN(C(=O)c1ccc(NC(=O)Cc2cccc(NC(=O)C3CCCN(C(=O)C4CCCC4)C3)c2)cc1)C1CCCC1 (stereo not given)	-7	.	-1%	-2%	.	3%	-2%	.	13%
COc1cc(C)nc(Nc2nc(C)c(C(C)=O)s2)n1	2	25%	-13%	?	-5%	4%	-1%	5%	1%
Cc1nc(C(=O)Nc2ccc(Cl)cc2)nn1-c1ccc([N+](=O)[O-])cc1	-9	-2%	-6%	13%	-6%	-1%	-3%	1%	-4%
C=CCC(CC=C)(C(N)=O)c1ccccc1	-15	25%	-14%	44%[activator]	-21%	-18%	9%	-1%	-3%
COC(=O)c1[nH]c2ccc(C)cc2c1NC(=O)Oc1ccccc1	5	3%	6%	8%	0%	-9%	-4%	0%	-8%
CCCC(O)(CCC)C(=O)NN(C(=O)CCl)c1ccccc1	0	-10%	-4%	-18%	-5%	11%	-13%	5%	0%
Cc1ccc(NC(=O)c2cc(-c3cccs3)on2)cc1C	-17&-4	1%&32%	-10%&-4%	?	-2%&-7%	-2%&-3%	-1%&2%	-6%&2%	1%
CCOC(=O)N1CCN(C(=O)CSCC(=O)N=c2sc3cc(OC)ccc3n2C)CC1	-1	.	-33%	12%	.	5%	1%	.	.
Cc1c(/C=N/O)c2ccccn2c1C=O	1	-17%	-15%	24%	-11%	10%	-4%	0%	2%
CC1CCN(S(=O)(=O)N2CCC(C(=O)NCc3ccccc3Cl)CC2)CC1	-7	1%	3%	2%	1%	-8%[60.1 µM]	-3%	-2%	.
O=C(C1CCN(c2nc3ccccc3[nH]2)CC1)N1CCN(c2ccccc2)CC1	-2	-1%	-21%	3%	-9%	2%[60.1 µM]	0%	0%	.
COc1ccc(-c2nnc(SCC(=O)NC(=O)NCc3ccccc3)o2)cc1	2	-2%	3%	15%	-9%	2%	-3%	-12%	7%
O=C1NCCN1c1ccccc1	-6	.	-19%	115%[activator]	.	-5%	-1%	.	.
O=C(COc1ccccc1)Nc1ccccc1F	-3	-3%	-7%	20%	-14%	4%	0%	3%	3%
CSc1ccc(OC2CCCCC2NS(=O)(=O)c2ccc(Cl)cc2)cc1 (stereo not given)	-2	-20%	-25%	49%[activator]	-1%	-11%	-1%	-13%	1%
CC(Sc1n[nH]c(-c2cccs2)n1)C(=O)Nc1ccc(C(N)=O)cc1 (stereo not given)	0	.	-9%	-1%	.	2%	-1%	.	20%
COc1cccc(C2C(C(=O)Nc3ccccc3OC)=C(C)Nc3nc4ccccc4n32)c1 (stereo not given)	1	-21%	-15%	-10%	5%	-9%	-3%	-10%	.
